DENV2 CPE: protects cells from dengue virus 2 cytopathic effect | DENV2-infected cells, cytopathic effect rescue, plate reader | CPE inhibition, % at 9.99 µM | hit rate 1.7% among 350,000 | AID 651640; in the data active = CPE inhibition above about 20%, passing the limit was not always enough; inconclusive = no clear call, values can overlap the other calls; tested in BHK-21 cells;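 also: 0% = median of neutral control wells and 100% = median of positive control wells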
S100A4 inh HTS: inhibitors of human S100A4 binding to myosin IIA peptide; P26447; S100A4/TAMRA-MyoIIA peptide fluorescence polarization; inhibition, % at 10.7 µM; hit rate 0.14% among 360,000;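 active = mean inhibition of at least 70% across replicates, with every replicate also reaching that level; inconclusive = mean inhibition reaches 70% but some replicates fall short; inactive = mean inhibition below 70%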
Target sequence (P26447 whole entry, looked up): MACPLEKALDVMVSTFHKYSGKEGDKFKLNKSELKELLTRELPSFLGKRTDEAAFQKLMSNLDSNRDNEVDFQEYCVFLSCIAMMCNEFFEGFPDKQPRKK
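Compound dosing: one dose per compound; test system: human S100A4 monomer with TAMRA-labelled myosin IIA peptide; probe or stimulus: TAMRA-labelled myosin IIA heavy-chain peptide probe, 5 nM; medium: HEPES buffer with Ca2+, pH 7.2; schedule: 5 min incubation before reading; benchmarks: neutral control DMSO, positive control TFP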
PglD DTNB: PglD (C. jejuni) enzyme inhibition; inhibition, % at 12.5 µM; purified PglD enzyme, DTNB colorimetric CoA detection; hit rate 0.098% among 360,000; in the data active = inhibition above about 16%, passing the limit was not always enough; inconclusive = no clear call, values can overlap the other calls; also: strong numbers were not always called active
SIRT5 inh: inhibitors of human sirtuin-5 desuccinylase. Q9NXA8. Purified SirT5, succinyl-peptide AMC, trypsin-coupled fluorescence. inhibition, % at 15 µM. hit rate 1.1% among 330,000. AID 652115; in the data active = inhibition above about 15%; inconclusive = no clear call, values can overlap the other calls
Target sequence (Q9NXA8 whole entry, looked up): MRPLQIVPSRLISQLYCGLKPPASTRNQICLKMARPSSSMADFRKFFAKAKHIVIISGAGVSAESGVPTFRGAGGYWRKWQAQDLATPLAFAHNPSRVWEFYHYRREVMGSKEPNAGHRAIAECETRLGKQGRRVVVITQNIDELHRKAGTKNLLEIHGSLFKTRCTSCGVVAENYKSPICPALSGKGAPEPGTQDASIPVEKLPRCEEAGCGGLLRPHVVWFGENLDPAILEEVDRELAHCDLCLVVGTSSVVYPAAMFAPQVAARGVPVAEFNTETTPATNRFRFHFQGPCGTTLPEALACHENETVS
E-selectin induc: E-selectin induction on HUVECs. P16581. AID 686992. hit rate 0.37% among 260,000. activation, % at 7.58 µM. HUVEC E-selectin immunofluorescence imaging; normalized: neutral wells 0, TNF-alpha wells 100;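 active = mean E-selectin-positive cell signal at least 10% of the positive control, reached in at least 60% of replicates, without over 20% cell loss; inconclusive = no rule given, readout overlaps actives, possibly toxicity-flagged; inactive = the rest, including those meeting only one limit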;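 also: in these data hits start at about 27%; measured in HUVEC primary endothelial cells; signal is the percent of cells scored E-selectin positive by PE staining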
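Material: HUVEC primary endothelial cells; Amount: 3,000 cells per well; Dosing: single concentration; Medium: EGM-2 growth medium on 0.1% gelatin-coated wells; Read-out basis: percent E-selectin-positive cells; Signal: immunofluorescence imaging; Control set: TNF-alpha, DMSO.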
ERp5 inh: inhibitors of human ERp5; Q15084; ERp5 insulin aggregation, absorbance 650 nm, 90 min; inhibition, % at 9.99 µM; hit rate 0.05% among 350,000;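 active = mean replicate inhibition above about 25%, with every replicate also reaching it, limit read from the data, passing the limit was not always enough; inconclusive = only one of those two criteria met; inactive = neither criterion met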
Target sequence (Q15084 whole entry, looked up): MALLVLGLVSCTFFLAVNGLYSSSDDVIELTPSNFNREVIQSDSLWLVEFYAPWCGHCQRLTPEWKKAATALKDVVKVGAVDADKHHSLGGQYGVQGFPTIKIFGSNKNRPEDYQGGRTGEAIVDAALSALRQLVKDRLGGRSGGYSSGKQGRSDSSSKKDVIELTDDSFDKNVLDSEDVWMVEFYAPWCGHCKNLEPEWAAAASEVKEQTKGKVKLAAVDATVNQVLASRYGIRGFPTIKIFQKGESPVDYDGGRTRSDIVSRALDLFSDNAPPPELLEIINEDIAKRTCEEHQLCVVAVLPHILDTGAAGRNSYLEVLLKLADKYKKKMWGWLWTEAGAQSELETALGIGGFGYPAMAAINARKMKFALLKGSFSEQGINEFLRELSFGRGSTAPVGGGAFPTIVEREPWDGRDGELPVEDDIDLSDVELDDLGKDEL
Statin myotox sup: suppression of simvastatin myotoxicity | hit rate 0.78% among 330,000 | rescue of ATP level, % at 7.49 µM | C2C12 myotubes + simvastatin, ATP luminescence, 48 h; scaled: DMSO 0, geranylgeraniol control 100;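 active = mean ATP rescue above about 67%, or every replicate alone reaching that limit, limit read from the data, passing the limit was not always enough; inconclusive = no clear call, values can overlap the other calls; inactive = mean under the limit and some replicate under it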;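 also: myotubes were challenged with 10 µM simvastatin during compound exposure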
* hit, by the source's call; ? = inconclusive; · = no result given; & = joins results of further samples. Not all compounds are listed, so the mix of outcomes need not match the whole.

SMILES | DENV2 CPE | S100A4 inh HTS | PglD DTNB | SIRT5 inh | E-selectin induc | ERp5 inh | Statin myotox sup
CN1CCN(C(=O)C[C@@H]2C[C@@H]3c4cc(NS(C)(=O)=O)ccc4O[C@@H]3[C@H](CO)O2)CC1 | 3 | 9 | 1 | 0 | 0.1 | 1 | -2
CCOc1cc(CNn2cnnc2SCC(=O)NC(C)(C)C)ccc1OCC(=O)NC(C)(C)C | -1 | -3 | -8 | 2 | · | -2 | -6
CN(C)S(=O)(=O)N1CCN(CC(=O)Nc2ccc(Br)cc2)CC1 | -3 | 4 | -8 | -4 | · | 4 | -9
CCOc1ccc(NC(=O)c2ccco2)c([N+](=O)[O-])c1 | 12 | -3 | · | -2 | 3.0 | -5 | ·
COCCNC(=O)C1(C)CCCN(C(=O)c2ccc(-c3ccccc3)cc2)C1 (stereo not drawn) | 4 | 2 | -2 | · | -0.1 | 3 | 13
CCc1ccc2c(c1)C1(SC(NC(C)=O)=NN1C(C)=O)C(=O)N2CC (stereo not drawn) | 6 | 0 | -2 | 11 | 1.4 | 7 | -3
COc1ccc2cc(N3CCCC3=O)ccc2c1 | -1 | 1 | -9 | · | -1.6 | -2 | 5
CCc1ccc(N(CC(=O)NCc2ccc(OC)cc2)C(=O)CCC(=O)Nc2ccccn2)cc1 | 20 | 4 | 4 | -1 | · | -4 | -10
O=C1CCCC2=C1C(c1ccc(O)c(O)c1)Nc1ccc3ncccc3c12 (stereo not drawn) | 4 | -3 | 7 | 0 | · | -6 | -1
CCc1ccc([C@@H]2C[C@H]3[C@@H](CN2S(=O)(=O)c2ccc(C)cc2)C(=O)C[C@@H](c2ccc(C)cc2)N3S(=O)(=O)c2ccc(C)cc2)cc1 | 5 | 0 | -3 | -7 | -2.0 | 1 | -3
Cc1ccc(CS(=O)Cc2ccc(C(=O)N3CCN(C4CCCCC4)CC3)o2)cc1 (stereo not drawn) | 1 | 2 | 8 | -3 | -1.6 | · | -6
COc1ccc(NC(=O)c2cc(C)cc(C)c2)cc1[N+](=O)[O-] | -4 | 1 | 1 | 4 | 1.0 | -20 | 0
Cc1ccc(CCNC(=O)CCn2ccc3cc(S(=O)(=O)N4CCCC4)ccc32)cc1 | ? | 3 | -3 | -1 | · | 6 | -3
C[C@@H]1CN([C@H](C)CO)C(=O)c2c(c3ccccc3n2C)-c2ccccc2CO[C@@H]1CN(C)C(=O)[C@H](Cc1ccccc1)N(C)C | 9 | 9 | 3 | -1 | 0.2 | 3 | -51
COc1cccc(-n2c(CN3CCN(c4ccccn4)CC3)nc3ccc([N+](=O)[O-])cc3c2=O)c1 | -2 | -6 | 0 | -1 | -0.3 | 5 | -14
CN(C)C(=O)C[C@@H]1CC[C@@H]2[C@H](COC[C@@H](O)CN2C(=O)C2CCOCC2)O1 | 11 | -50 | 2 | 3 | 0.0 | 0 | -1
Nc1cc(S(=O)(=O)Nc2ccc(Cl)cc2)ccc1N1CCOCC1 | -7 | 9 | 3 | 1 | -0.4 | -2 | -1
Cc1cccc(-c2nc3c(c(SCC(=O)N4CCCC4)n2)COC(C)(C)C3)c1 | 1 | 5 | 12 | -3 | · | 3 | 16
COc1ccccc1C(=O)NCC(=O)NCCCN1CCOCC1 | 13 | -5 | 1 | -4 | 0.0 | 3 | -2
CC(=O)NC[C@H]1[C@@H](c2ccc(-c3ccccc3)cc2)[C@@H](CO)N1C(=O)C1CCC1 | 31* | -6 | 2 | 0 | 0.3 | 8 | 19
O=C(Cc1csc(NC(=O)Nc2ccc(Cl)cc2)n1)NCc1cccnc1 | 15 | -4 | -2 | -2 | -0.1 | 2 | 6
O=C(CNC(=O)c1cccc(-n2cccc2)c1)Nc1ccccc1Br | 1 | 17 | · | · | -0.1 | 4 | 2
COCCNC(=O)CN(C(=O)CCC(=O)Nc1ccccn1)c1ccc(C)cc1C | 1 | -4 | 6 | -8 | 0.1 | 3 | 6
CCCOc1cccc(C2C(C(=O)c3ccco3)=C(O)C(=O)N2CCCn2ccnc2)c1 (stereo not drawn) | ? | -5 | -2 | 2 | 0.2 | 0 | 5
C[C@H]1CCCCO[C@H](CN(C)C)[C@@H](C)CN([C@@H](C)CO)C(=O)c2cc(NC(=O)c3ccccc3)ccc2O1 | ? | -12 | 2 | 8 | -0.1 | 4 | -35
O=C(c1ccncc1)N1CC2(C1)[C@@H](c1ccccc1)[C@@H](CO)N2CC1CC1 | 8 | 22 | · | 1 | -0.2 | 2 | ·
CNC(=O)c1sc(Nc2ccc(OCc3ccccc3)cc2)nc1C | 5 | 0 | -4 | -3 | 0.6 | 4 | 46
COc1cccc(N(C(=O)c2snc(C(N)=O)c2N)C(C(=O)NCc2ccccc2)c2ccc(O)cc2)c1 (stereo not drawn) | 5 | -2 | 4 | · | -0.2 | 2 | 7
Cc1noc(C)c1NC(=O)Nc1cccc2c1O[C@H](CN(C)C(=O)Nc1ccc(C(F)(F)F)cc1)[C@@H](C)CN([C@@H](C)CO)C2=O | 13 | 7 | 2 | -5 | 0.1 | -6 | -21
CCNC(=O)C[C@@H]1CC[C@@H]2[C@H](COC[C@@H](O)CN2C(=O)CC)O1 | -10 | -9 | 0 | -6 | 0.2 | -3 | 2

Entries shown so far that contain a nitro group on carbon, in the order listed:
SMILES | DENV2 CPE | S100A4 inh HTS | PglD DTNB | SIRT5 inh | E-selectin induc | ERp5 inh | Statin myotox sup
CCOc1ccc(NC(=O)c2ccco2)c([N+](=O)[O-])c1 | 12 | -3 | · | -2 | 3.0 | -5 | ·
COc1ccc(NC(=O)c2cc(C)cc(C)c2)cc1[N+](=O)[O-] | -4 | 1 | 1 | 4 | 1.0 | -20 | 0
COc1cccc(-n2c(CN3CCN(c4ccccn4)CC3)nc3ccc([N+](=O)[O-])cc3c2=O)c1 | -2 | -6 | 0 | -1 | -0.3 | 5 | -14

Continuation.
SMILES | DENV2 CPE | S100A4 inh HTS | PglD DTNB | SIRT5 inh | E-selectin induc | ERp5 inh | Statin myotox sup
COCCN(C(=O)CSc1nnc(-c2ccccc2F)o1)c1c(N)n(Cc2ccccc2)c(=O)[nH]c1=O | -1 | -3 | -2 | -3 | -0.1 | 1 | 5
CC1=C(C(=O)NC(C)c2ccccc2)C2(CCC(C)CC2)OC1=O (stereo not drawn) | 4 | -1 | 14 | 6 | 4.9 | 6 | ·
CCOC(=O)c1c(-c2ccc(C)cc2)csc1NC(=O)CCN1CC(C)OC(C)C1 (stereo not drawn) | 2 | 1 | 2 | 20* | -0.2 | -1 | ·
COc1ccc(NC(=O)N(C)C[C@H]2Oc3ccc(NC(=O)Nc4ccccc4)cc3C(=O)N([C@H](C)CO)C[C@@H]2C)cc1 | -1 | -4 | -10 | -2 | 0.0 | -2 | 10
O=[N+]([O-])c1ccc(N2CCN(c3ccc(F)cc3)CC2)nc1 | 4 | 1 | -7 | 0 | 0.9 | -1 | 5
C[C@@H]1CCCCO[C@H](CN(C)C(=O)c2ccncc2)[C@@H](C)CN([C@@H](C)CO)C(=O)c2cc(NC(=O)Cc3ccccc3)ccc2O1 | 10 | 1 | -2 | 4 | · | 6 | 45
COc1ccc(C(CC(=O)O)NS(=O)(=O)c2ccc3c(c2)N(C(C)=O)CC(C)O3)cc1 (stereo not drawn) | 0 | 1 | -2 | 2 | · | 1 | 1
O=C(Nc1ccc(F)cc1)c1ccc2ncsc2c1 | -1 | 36 | -4 | -3 | · | -1 | 2
CC(C)NC(=O)Nc1ccc2c(c1)C(=O)N([C@@H](C)CO)C[C@@H](C)[C@@H](CN(C)S(=O)(=O)c1ccc(Cl)cc1)OCCCC[C@@H](C)O2 | 17 | -7 | -1 | 5 | · | -2 | ·
CC(=O)Nc1ccc(NS(=O)(=O)c2ccc(-c3csc(C)n3)s2)cc1 | 5 | 28 | 2 | 1 | · | 19 | ·
O=C(CSc1nc2ccccc2n1CC(=O)N1CCCC1)Nc1nccs1 | 1 | 2 | 5 | -4 | · | 2 | ?
CN(CCOc1ccccc1)C(=O)C1CCN(C(=O)c2ccc(F)cc2)CC1 | -6 | 13 | 6 | 2 | -0.2 | 2 | -2
O=C(Nc1cc(-c2ccccc2)[nH]n1)c1ccccc1 | -6 | 5 | 3 | -5 | 0.1 | 2 | ·
C/C(=N\NC(=S)NC1CCCCC1)c1c(F)cccc1F | -3 | -3 | 7 | -1 | · | 6 | -33
CCOc1ccc(NC(=S)NCCCN2CCN(c3ccc(OC)cc3)CC2)cc1 | 8 | 6 | -3 | 0 | 0.0 | 2 | -10
CS(=O)(=O)N1CC(=O)N2[C@H](C1)[C@@H](c1ccc(C#CCC3CCCC3)cc1)[C@@H]2CO | -12 | -11 | · | -12 | -0.1 | 2 | ·
COCCCC1CCN(C(=O)C2CCC(=O)N(CCCc3ccccc3)C2)CC1 (stereo not drawn) | 1 | 0 | -3 | · | 0.1 | -5 | 11
Cc1noc(C)c1S(=O)(=O)N(C)C[C@H]1Oc2c(NS(=O)(=O)c3cn(C)cn3)cccc2C(=O)N([C@H](C)CO)C[C@@H]1C | 0&-7 | -2&-1 | -3&-2 | -5&-3 | -0.1&0.1 | 18&3 | -19&5
Nc1c(-c2ccc(Cl)cc2)cnc2c(-c3ccccc3)cnn12 | -3 | -3 | -2 | -2 | · | 3 | -22
Nc1cc(=O)[nH]c(SCCSc2ccccc2)n1 | 1 | -2 | -6 | 0 | -0.1 | 2 | 13
CC(C)(C)NC(=O)c1oc2ccccc2c1COc1ccccc1 | -2 | 0 | 5 | -4 | -0.3 | -3 | 17
CCCCn1c(N)c(N(CCC(C)C)C(=O)COC(=O)c2ccc([N+](=O)[O-])s2)c(=O)[nH]c1=O | -4 | -3 | 1 | -4 | -0.5 | 3 | -1
CC1(C)OC(=O)C2=C(C[C@@H](C3CCCCC3)O[C@H]2c2ccc(Cl)cc2)O1 | -2 | -3 | 1 | 1 | · | -21 | -3
COC(=O)c1ccc(-c2ncc(-c3cccc4ccccc34)o2)cc1 | · | 0 | 4 | · | · | · | -65
Cc1cccc(OCC(=O)Nc2c3c(nn2C(C)(C)C)CS(=O)(=O)C3)c1 | -14 | -9 | -4 | -5 | · | 2 | ·
Cn1c(NCCN2CCCC2)nc2cc(-c3ccccc3)sc2c1=O | 18 | -3 | -3 | · | -0.2 | -3 | 0
COc1ccccc1OCC(=O)NC1CCCCCC1 | -1 | -1 | 2 | -3 | · | -9 | -5

Full records as entered above. Order of screens: DENV2 CPE | S100A4 inh HTS | PglD DTNB | SIRT5 inh | E-selectin induc | ERp5 inh | Statin myotox sup
CC1(C)OC(=O)C2=C(C[C@@H](C3CCCCC3)O[C@H]2c2ccc(Cl)cc2)O1 is entered as -2 | -3 | 1 | 1 | · | -21 | -3
Cn1c(NCCN2CCCC2)nc2cc(-c3ccccc3)sc2c1=O is entered as 18 | -3 | -3 | · | -0.2 | -3 | 0
COC(=O)c1ccc(-c2ncc(-c3cccc4ccccc34)o2)cc1 is entered as · | 0 | 4 | · | · | · | -65
Cc1noc(C)c1S(=O)(=O)N(C)C[C@H]1Oc2c(NS(=O)(=O)c3cn(C)cn3)cccc2C(=O)N([C@H](C)CO)C[C@@H]1C is entered as 0&-7 | -2&-1 | -3&-2 | -5&-3 | -0.1&0.1 | 18&3 | -19&5
CS(=O)(=O)N1CC(=O)N2[C@H](C1)[C@@H](c1ccc(C#CCC3CCCC3)cc1)[C@@H]2CO is entered as -12 | -11 | · | -12 | -0.1 | 2 | ·

Screens: PubChem BioAssay, Broad Institute
